Screening results from PubChem.
GSK3A inh: blockers of GSK3A enzyme activity – biochemical, luminescence, cell-free homogeneous, HTS, primary screen. Glycogen synthase kinase-3 alpha (Homo sapiens), P49840. GSK-3 alpha kinase, ADP-Glo luminescence, 60 min. inhibition, % at 10 µM. 0.1% of 320,000 active. AID 2650, 2010;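 in the data active = inhibition above about 50%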;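 note: GST-tagged GSK-3 alpha with peptide substrate and 25 µM ATP; 0% = DMSO neutral wells and 100% = GW8510 positive control wells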
HDAC3 inhib: HDAC3 deacetylase inhibitors, primary screen, biochemical, fluorescence, cell-free homogeneous. inhibition, % at 8.3 µM. 0.15% of 320,000 active. AID 2718, 2010. recombinant HDAC3, fluorogenic peptide/trypsin coupled. Histone deacetylase 3 (Homo sapiens), O15379; in the data active = inhibition above about 26%, passing the limit was not always enough
PolyA inhibitor: polyadenylation inhibitors in yeast reporter cells, primary screen, luminescence, S. cerevisiae; S. cerevisiae SKY197-pL101 polyadenylation reporter, beta-gal luminescence; efflux-impaired pdr1/pdr3 knockout yeast; score 100 = 6 SD above DMSO; calls only at 12 µM; 0.02% of 300,000 active; AID 1875, 2009;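 active = lowest replicate activity score at least 50, where 100 means six control SD above control mean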;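 note: yeast exposed to compound for 9 h at 30 °C; higher score means more reporter readthrough which indicates perturbed polyadenylation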
hERG rescue: hERG rescue from dofetilide block, primary screen, cell-based, CHO-hERG, FluxOR thallium flux, dofetilide IC70; dofetilide IC70 present; 0.51% of 310,000 active; activation (rescue from dofetilide block), less the hit threshold, % at 10 µM;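 active = activation above the mean of controls blocked by dofetilide plus 5 SD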;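 note: thallium influx through hERG after potassium depolarization seen as dye fluorescence rise; in these data hits start at about 4.7%; inactives centre near -7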
GSK3B inh: human GSK3beta kinase inhibitors, primary screen, biochemical, cell-free homogeneous, HTS | activity score (negative = inhibition), % at 10 µM | Glycogen synthase kinase-3 beta (Homo sapiens), P49841 | GST-GSK3beta kinase, ADP-Glo luminescence, 60 min; hits give low values | 0.038% of 300,000 active;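 active = more than half of replicate wells score below -50%, meaning over 50% inhibition versus plate controls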;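 note: 0% = median DMSO wells and -100% = median GW8510 positive control wells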
Target sequence (P49841 whole entry, looked up): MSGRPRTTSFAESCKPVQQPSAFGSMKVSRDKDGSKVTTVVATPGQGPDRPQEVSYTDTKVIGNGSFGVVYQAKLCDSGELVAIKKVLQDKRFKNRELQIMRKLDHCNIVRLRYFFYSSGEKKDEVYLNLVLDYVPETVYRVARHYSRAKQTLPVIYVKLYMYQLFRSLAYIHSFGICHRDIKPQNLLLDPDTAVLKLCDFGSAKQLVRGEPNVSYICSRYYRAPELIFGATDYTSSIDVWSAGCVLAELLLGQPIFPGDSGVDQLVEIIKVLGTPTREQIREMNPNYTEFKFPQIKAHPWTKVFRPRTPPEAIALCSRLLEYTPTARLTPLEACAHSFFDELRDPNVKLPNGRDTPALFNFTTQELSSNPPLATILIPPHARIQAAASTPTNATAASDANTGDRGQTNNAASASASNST
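Assay system: GST-tagged human GSK3beta kinase, cell-free; Input: 1.6 ng GSK3beta; Medium: Tris/MgCl2 kinase buffer; Timing: 60 min enzyme reaction, room temperature; Signal: ADP-Glo luminescence quantifying ADP generated by kinase; Evaluation: score relative to plate controls; Benchmarks: DMSO neutral wells and GW8510 at 20 µM as positive.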
KCNQ1 pot: potentiators or activators of KCNQ1 channel, primary screen, cell-based, thallium flux, high-throughput; CHO-K1 KCNQ1, thallium flux FluxOR fluorescence; hits give high values; Potassium voltage-gated channel subfamily KQT member 1 (Homo sapiens), P51787; AID 2648, 2010; 0.35% of 310,000 active; B-score at 10 µM;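 active = fluorescence ratio B-score, a plate-corrected score, at least three library SD, with initial intensity B-score within 5 SD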
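System: CHO-K1 cells stably expressing KCNQ1 / Medium: assay buffer for compound exposure, DMSO matched across wells / Reagent: thallium- and potassium-containing depolarizing buffer / Compound: one concentration, matched DMSO / Incubation: 20 min compound pretreatment at room temperature / Measured by: kinetic FluxOR fluorescence, 10 s baseline plus 110 s post-stimulus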
KCNQ1 block: inhibitors of human KCNQ1 channel, primary screen, cell-based, thallium flux, high-throughput | 1.3% of 310,000 active | B-score at 10 µM | Potassium voltage-gated channel subfamily KQT member 1 (Homo sapiens), P51787 | CHO-K1 KCNQ1, FluxOR thallium flux fluorescence; hits give high values;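 active = compounds whose thallium flux B-score, printed positive for inhibition, exceeds three library SD while starting fluorescence stays within three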;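 note: channel opened by potassium depolarization with thallium stimulus after 20 min compound exposure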
RGS4 pot: RGS4 potentiators or activators, primary screen, cell-based, HEK293 M3R inducible RGS4, calcium flux; carbachol calcium flux Fluo4; hits give low values; B-score at 10 µM; 0.92% of 310,000 active; AID 463111, 2010;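 active = B-score of the integrated calcium signal more than 4 SD below the library mean, with starting fluorescence not abnormally high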;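 note: negative B-score means reduced calcium response which marks RGS4 activation or potentiation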
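test system = M3R-expressing HEK293 line, RGS4 induced by doxycycline | probe or stimulus = carbachol at ECmax as muscarinic agonist stimulus | timing = dye loading 30 min 37 °C, buffer rest 30 min RT | signal = calcium dye Fluo4 fluorescence | evaluation = B score from integrated fluorescence ratio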
KCNK9 block: KCNK9 potassium channel inhibitors, primary screen, HEK293 cells, thallium flux; Potassium channel subfamily K member 9 (Homo sapiens), Q9NPC2; FluxOR thallium flux fluorescence; hits give low values; B-score at 10 µM; 1.2% of 310,000 active; AID 488922, 2010;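 active = ratio B-score over 3 SD below the library mean, with starting fluorescence within 5 SD of its mean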;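 note: negative B-score means less thallium flux so channel inhibition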
Target sequence (Q9NPC2 whole entry, looked up): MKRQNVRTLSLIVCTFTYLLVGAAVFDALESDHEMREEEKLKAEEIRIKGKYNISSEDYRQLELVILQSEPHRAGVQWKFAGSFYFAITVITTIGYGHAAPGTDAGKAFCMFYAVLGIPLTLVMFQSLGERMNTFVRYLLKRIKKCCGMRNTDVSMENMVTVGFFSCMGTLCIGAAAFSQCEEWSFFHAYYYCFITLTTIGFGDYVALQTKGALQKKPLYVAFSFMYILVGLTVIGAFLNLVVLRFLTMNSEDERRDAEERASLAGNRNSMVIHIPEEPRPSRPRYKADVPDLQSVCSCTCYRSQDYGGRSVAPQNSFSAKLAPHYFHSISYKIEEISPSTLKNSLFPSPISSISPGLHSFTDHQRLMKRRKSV
KCNK3 inh: human KCNK3 channel inhibitors, primary screen, CHO cells, FluxOR thallium flux, B-score. Potassium channel subfamily K member 3 (Homo sapiens), O14649. FluxOR fluorescence; hits give low values. B-score at 10 µM. 0.84% of 340,000 active. AID 602410, 2012;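 active = B-score under library mean minus 4 SD, starting fluorescence ratio at most library mean plus 5 SD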;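 note: more negative B-score means stronger inhibition of thallium flux through KCNK3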
Dyrk1A ADPGlo: rat Dyrk1A kinase inhibitors, primary screen, biochemical, single point, plate reader. inhibition, % at 12.5 µM. ADP-Glo luminescence, NFATc1 peptide. 0.43% of 310,000 active. AID 504441, 2011; in the data active = inhibition above about 50%;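 note: plate controls were vehicle with enzyme for no effect and no enzyme for full effect; many of its hits are not listed in these tables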
* marks the source's active call; other numbers are inactive results; i = inactive; x = not tested or not shown. The list is partial; count on the stated rates, not on these rows.

The opening six compounds as a preview:
SMILES	GSK3A inh	HDAC3 inhib	PolyA inhibitor	hERG rescue	GSK3B inh	KCNQ1 pot	KCNQ1 block	RGS4 pot	KCNK9 block	KCNK3 inh	Dyrk1A ADPGlo
O=C(Cn1cc(SCc2ccccc2Cl)c2ccccc21)N1CCOCC1	-2	2	i	-17	4	i	i	i	i	i	-1
Cc1cc(N=NC(=O)c2ccccc2)ccc1O	7	-9	x	-12	0	i	i	i	i	i	-8
COc1ccc(NC(=O)COc2ccc(/C=N/O)cc2OC)cc1	-2	1	i	-4	2	i	i	i	i	i	x
CCOCCCNC(=O)C(NC(=O)c1ccc(=O)[nH]c1)c1ccc(Cl)cc1 (configuration not stated)	-2	-9	i	-12	3	i	i	i	i	i	62*
CC(C)CCNC(=O)NC(=O)CN1C(=O)NC2(CCCCC2)C1=O	-3	9	i	-12	4	i	i	i	i	i	4
Cc1c(Cl)cccc1NC(=O)CC(NCCN1CCOCC1)C(=O)O (configuration not stated)	-1	x	i	-10	5	i	i	i	i	i	-5

Main list, repeating the preview:
SMILES	GSK3A inh	HDAC3 inhib	PolyA inhibitor	hERG rescue	GSK3B inh	KCNQ1 pot	KCNQ1 block	RGS4 pot	KCNK9 block	KCNK3 inh	Dyrk1A ADPGlo
O=C(Cn1cc(SCc2ccccc2Cl)c2ccccc21)N1CCOCC1	-2	2	i	-17	4	i	i	i	i	i	-1
Cc1cc(N=NC(=O)c2ccccc2)ccc1O	7	-9	x	-12	0	i	i	i	i	i	-8
COc1ccc(NC(=O)COc2ccc(/C=N/O)cc2OC)cc1	-2	1	i	-4	2	i	i	i	i	i	x
CCOCCCNC(=O)C(NC(=O)c1ccc(=O)[nH]c1)c1ccc(Cl)cc1 (configuration not stated)	-2	-9	i	-12	3	i	i	i	i	i	62*
CC(C)CCNC(=O)NC(=O)CN1C(=O)NC2(CCCCC2)C1=O	-3	9	i	-12	4	i	i	i	i	i	4
Cc1c(Cl)cccc1NC(=O)CC(NCCN1CCOCC1)C(=O)O (configuration not stated)	-1	x	i	-10	5	i	i	i	i	i	-5
CCOc1ncccc1C(=O)OCC(=O)N1CCN(S(=O)(=O)c2ccccc2)CC1	-4	2	i	-10	0	i	i	i	i	i	-1
CCC(C)NS(=O)(=O)c1ccc(NC(=O)CCC2CCCCC2)cc1 (configuration not stated)	-1	-7	i	-11	5	i	i	i	i	i	-21
Cc1cc(C)cc(Nc2ccc(C(=O)O)cc2[N+](=O)[O-])c1	2	10	i	-6	0	i	i	i	i	i	5
COc1ccc(NC(=O)c2c(-c3ccccc3)noc2C)c(OC)c1	-4	-1	i	-3	-2	i	i	i	i	i	1
Cc1nonc1OCCNCc1c(C(=O)N2CCCCCCC2)nc2ccc(Cl)cn12	-1	3	i	-10	1	i	i	i	i	i	-1
CN(Cc1nc(-c2cnccn2)no1)CC1CCN(Cc2ccccc2)CC1	-3	0	x	-3	2	i	i	i	i	i	-6
Cc1ccc(-c2nc(C)sc2CC(=O)Nc2nnc(C)s2)cc1	-4	-2	i	-9	2	i	i	i	i	i	-10
COc1ccccc1NC(=O)C1CC(C(C)C)OC1=O (configuration not stated)	-2	8	i	-3	-3	i	i	i	i	i	x
O=C1OC(N2C(=O)CC[C@H]2C(=O)Nc2ccc3c(c2)OCO3)c2ccccc21 (some centres not stated)	-2	-4	i	-5	-18	i	i	i	i	i	3
CC(=O)NC(Cc1ccccc1)C(=O)NC1CCN(c2ncccc2[N+](=O)[O-])CC1 (configuration not stated)	-3	-1	i	-2	1	i	i	i	i	i	-7
Cc1cccc(C(=O)N/N=C/c2ccc(OC3CSC3)cc2)c1	-6	0	i	0	-1	i	i	i	i	i	4
CC(C)OP(=O)(c1ccc(N(C)C)cc1)C(O)c1ccccc1F (configuration not stated)	-4	2	i	-16	2	i	i	i	i	i	-1
COc1ccccc1N(CC(=O)NC1CCCC1)C(=O)CCC(=O)Nc1ccccn1	-2	-1	i	-2	-2	i	i	i	i	i	0
Cc1cccc(NC(=O)C(C)C(=O)c2ccccc2)c1 (configuration not stated)	0	-5	i	-8	2	i	i	i	i	i	0
CN(/N=C/c1cc(Br)cc(Br)c1O)c1cccc(C(F)(F)F)n1	-4	2	i	-8	1	i	i	i	-7.1*	i	3
O=C(CSc1nc(C2CC2)nc2ccccc12)NCc1ccc2c(c1)OCO2	-1	-1	i	-14	0	i	i	i	i	x	x
O=C(N/N=C/c1ccccn1)c1cccc(S(=O)(=O)N2CCCC2)c1	1	2	i	-18	1	i	i	i	i	i	x
CCN(CC)c1nc(N)c2c(N)n(-c3ccccc3C)c(=S)c(C#N)c2c1C#N	-1	19	i	-12	-2	i	i	i	i	i	-1
CCCCn1c(N)c(N(CC(C)C)C(=O)C2CSC3(C)CCC(=O)N23)c(=O)[nH]c1=O (configuration not stated)	-2	-4	i	-13	0	i	i	i	i	i	12
SMILES	GSK3A inh	HDAC3 inhib	PolyA inhibitor	hERG rescue	GSK3B inh	KCNQ1 pot	KCNQ1 block	RGS4 pot	KCNK9 block	KCNK3 inh	Dyrk1A ADPGlo
O=C(CCCN1C(=O)/C(=C/c2cccs2)SC1=S)Nc1cc([N+](=O)[O-])ccc1O	-1	4	i	-8	1	i	i	i	i	i	3
CCOC(=O)CCC(=O)N1CCOCCN(C(=O)CCC(=O)OCC)CCOCC1	-2	0	i	-9	-1	i	i	i	i	i	-1
CCOc1cc(S(=O)(=O)N2CCN(C(=O)c3ccco3)CC2)ccc1F	-2	1	i	-4	1	i	i	i	i	i	-3
c1ccc(Cc2ccc(OCCN3CCOCC3)cc2)cc1	-1	-3	i	-4	1	i	i	i	i	i	18
O=C(c1nc2ccccn2c1CNCCn1ccc2ccccc21)N1CCOCC1	0	1	x	-8	2	i	i	i	i	i	1
Cc1ccccc1NC(=O)/C(C#N)=C/c1ccccc1C(F)(F)F	-2	-5	i	-5	-1	i	i	i	i	i	1
O=C(/C=C/c1ccccc1)N(c1ccccn1)C1CCCCC1	0	4	i	-5	-1	i	i	i	i	i	7
COc1cccc(-c2nnc(N)o2)c1	5	-4	i	-8	1	i	i	i	i	i	15
COc1cc(-n2c(=O)c3ccccc3n(CC(=O)c3ccc(Br)cc3)c2=O)cc(OC)c1OC	1	5	i	-8	2	i	i	i	i	i	x
COc1ccc(S(=O)(=O)N(C(=O)c2ccncc2)c2ccc3oc4c(c3c2)CCCC4)cc1	x	x	i	-5	-1	i	i	i	i	i	-4
CCn1c(/C=C/Nc2ccccc2)[n+](CC)c2ccc(Cl)cc21	3	5	i	-30	-9	i	i	i	i	i	6
CCOc1ccc(C(C)=O)cc1NC(=O)/C=C\C(=O)O	-1	-1	i	-4	3	i	i	i	i	i	-5
N=C1C(c2ccccc2)=C(O)CN1NC(=O)c1ccc(Cl)cc1	x	-8	i	-2	3	i	i	i	i	i	0
Nc1ccccc1C(=O)NNc1ncc(C(F)(F)F)cc1Cl	3	2	i	-14	1	i	i	i	i	i	5
CO[C@H]1C=CO[C@@]2(C)Oc3c(C)c(O)c4c(O)c(c(C=NN5CCN(C)CC5)c(O)c4c3C2=O)NC(=O)C(C)=CC=C[C@H](C)[C@H](O)[C@@H](C)[C@@H](O)[C@@H](C)[C@H](OC(C)=O)[C@@H]1C	-1	13	i	-13	-3	i	i	i	i	i	11
Cc1cc(C)n(-c2nc3ccccc3nc2Nc2ccc(CC(=O)O)cc2)n1	-3	5	i	-9	1	i	i	i	i	i	1
CCn1c2ccccc2c2cc(NC(=O)CCCN3C(=O)CCC3=O)ccc21	-2	0	i	-13	-6	i	i	i	i	i	-4
Cc1nc2ccc(NC(=O)CCC3CCCC3)cc2s1	-2	-1	i	-5	-3	i	i	i	i	i	-1
CCOC(=O)c1[nH]c(COC(=O)C2CC(=O)N(Cc3ccccc3)C2)c(C(=O)OCC)c1C (configuration not stated)	3	1	i	-11	1	i	i	i	i	i	2
CCCn1c(COc2ccc(C(=O)O)cc2)nc2ccccc21	3	0	i	-6	0	i	i	i	i	i	6
Cn1c(=O)cc(OCC(=O)NCc2ccccn2)c2ccccc21	-1	2	i	-10	2	i	i	i	i	i	-3
COC(=O)c1ccc(NC(=S)NCCC2=CCCCC2)cc1	-1	0	i	-2	1	i	i	i	i	i	x
Cc1noc(C)c1COc1ccc(C(=O)OCC(=O)N2CC(=O)Nc3ccccc32)cc1	0	-1	i	-11	1	i	i	i	i	i	18
Cc1c(CN2CCCC(CO)(Cc3cccc(Cl)c3)C2)cnn1C (configuration not stated)	-8	-6	i	-21	2	i	i	i	i	i	x
Cc1ccc(/C=C2\CC(C)CC3=C2NC(=S)NC3c2ccc(C)cc2)cc1 (configuration not stated)	2	x	i	-8	-2	i	i	i	i	i	-1
COc1ccc(OCC(=O)N/N=C/c2ccc(O[C@@H]3O[C@H](CO)[C@@H](O)[C@H](O)[C@H]3O)cc2)cc1	-1	5	i	-10	3	i	i	i	i	i	11
COc1ccc2nc(NC(=O)CSc3nc(C)cc(C)n3)sc2c1	7	-7	i	-9	0	i	i	i	i	i	15
NC(=O)c1ccc(OCC(F)(F)C(F)(F)C(F)(F)C(F)(F)C(F)(F)C(F)F)cc1	1	31*	i	0	-1	i	i	i	i	i	2
